TNAP activation fold: human TNAP enzyme activators, primary screen, biochemical, luminescent, no phosphate acceptor, uHTS (AID 1001). Alkaline phosphatase, tissue-nonspecific isozyme (Homo sapiens). purified TNAP, luminescent activation assay, no phosphate acceptor; higher activation fold means a stronger effect. one-dose activation fold at 20 µM; EC50 in µM for titrated hits. 200,000 compounds, 0.03% hits; in the data active = activation fold from about 3, or a potency from the dose series; inactive = the rest, 99 in 100 with activation fold below about 1.6; note: many of its hits are not listed in these tables
Lipid droplet: inhibitors of hepatocyte lipid droplet formation, primary screen, imaging, high-throughput imaging, BODIPY stain. 240,000 compounds, 0.4% hits. AML12 mouse hepatocytes, oleate lipid droplets. inhibition, % at 6.5 µM. AID 1656, 2009;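 active = lipid droplet intensity inhibited by at least 50%, with more than 500 cells counted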
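Test system: AML12 hepatocytes (mouse); reagent: oleate loading, 100 µM; dosing: one dose, 6.5 µM compound; incubation: overnight exposure; signal: fluorescence imaging, 20x objective, two fields per well; read-out basis: % inhibition of corrected integrated BODIPY droplet signal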
P. falciparum M1AAP: P. falciparum M1AAP inhibitors, biochemical, fluorogenic H-Leu-NHMec substrate, 1536-well (AID 1445) | recombinant M1AAP, H-Leu-NHMec fluorogenic kinetic assay; higher % means a stronger effect | one-dose inhibition, % at 30 µM; IC50 in µM for titrated hits | 220,000 compounds, 0.42% hits;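 active = primary inhibition above the hit cutoff, then over 50% inhibition at one or more dose response concentrations, cut at about 23% in these data, passing the limit was not always enough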;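 note: plate controls were DMSO full reaction for no effect and no enzyme background for full effect; strong numbers were not always called active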
PMI inhibition: human PMI inhibitors, high substrate, primary screen, biochemical, fluorescence intensity, high mannose 6-phosphate (AID 1220); 190,000 compounds, 0.66% hits; recombinant PMI enzyme, coupled fluorescence intensity; higher % means a stronger effect; inhibition, % at 20 µM, or IC50 in µM where a hit was titrated
WT yeast gro inh: growth inhibition of WT strain, primary screen, mitochondrial fusion inhibitor project, WT and mutant strains, chemical genetic; mitochondrial fusion phenotypic screen; 190,000 compounds, 2.1% hits; inhibition, % at 10 µM; in the data active = inhibition above about 58%; tested in S. cerevisiae
Myeloid diff MLP: induction of myeloid progenitor differentiation, primary screen, cell-based, flow cytometry, MLPCN library | calls only at 10 µM | ER-HoxA9 myeloid progenitors, lysozyme-GFP differentiation | AID 624256, 2012 | 360,000 compounds, 1% hits;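 active = normalized GFP-positive differentiation at or above the plate's own cutoff, the solvent-only control mean plus 3 SD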;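 note: cells exposed to compound for four days before flow analysis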
UTI89 phage lysis: inhibition of K1F phage lysis, E. coli UTI89, bacterial capsule biogenesis inhibitors, alamar blue (AID 488966); E. coli UTI89 K1F phage lysis, alamar blue, 2 h; higher % means a stronger effect; one-dose inhibition, % at 100 µM; IC50 in µM for titrated hits; 340,000 compounds, 0.02% hits;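 active = phage lysis inhibition, versus mean bacterial control, above a set limit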;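 note: capsule biogenesis inhibitors block K1F phage lysis so surviving cells raise fluorescence; higher fluorescence means more inhibition of phage lysis; actives were called in the ten point dose series up to 300 µM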
PMI inhibitors: inhibitors of human PMI, primary screen, biochemical, fluorescence intensity, coupled assay (AID 1209); purified PMI enzyme, coupled fluorescence intensity; higher % means a stronger effect; one-dose inhibition, % at 20 µM; IC50 in µM for titrated hits; 190,000 compounds, 0.42% hits;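 note: plate controls were DMSO vehicle for no effect and wells lacking substrate for full effect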
CSM14.1 death rescue: rescue of cells from ER stress-induced death, primary screen, 384-well, CSM14.1, thapsigargin, ATP luminescence (AID 1222); 190,000 tested, under 10 active; cellular ATP content (survival), % at 20 µM; hits with a dose series show EC50 in µM; CSM14.1 thapsigargin-induced death rescue, ATP luminescence; higher % means a stronger effect;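 active = EC50 below 50 µM in the dose-response confirmation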;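 note: death triggered by thapsigargin at about 15 µM added after 2 h compound pretreatment; cell ATP read after overnight thapsigargin exposure of roughly 18 to 22 hours; normalized against plate controls of thapsigargin alone and 5% DMSO vehicle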
WT yeast gro inh mutant strain: recorded beside WT yeast gro inh, whose call it bears; inhibition, %; mitochondrial fusion phenotypic screen, mutant strain inhibition
Lipid droplet cells 6.5 µM: also measured in Lipid droplet; calls as there; cell count; measured here: cell count, cytotoxicity flag;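 cells counted across two imaged fields per well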
Myeloid diff MLP GFP+ MAC1+ %: second read-out of Myeloid diff MLP, no call of its own (marks repeat the call); GFP+ MAC1+ double positive, %; measured here: differentiation confirmed by MAC1 staining
The depositor's hits bear a star; [ ] = remark or other dose. Cut-off read from the data, not from the text of the source, unless noted: active = inhibition above about 50%; inactive = the rest. Rows are unselected; about 4.6% have a hit in one of these screens.

Screening C=CCNc1oc(Cc2cccc3ccccc23)nc1C#N returned TNAP activation fold 1.1, P. falciparum M1AAP 5%, PMI inhibition 18%, WT yeast gro inh 4, Myeloid diff MLP inactive, UTI89 phage lysis -1.4%, PMI inhibitors 19%, CSM14.1 death rescue 0.5%, WT yeast gro inh mutant strain -5 and Myeloid diff MLP GFP+ MAC1+ % 2.9.
`S=c1nc(-c2ccccc2Br)[nH][nH]1` gave TNAP activation fold 0.9, Lipid droplet 0, P. falciparum M1AAP 21%, PMI inhibition 8%, WT yeast gro inh -16, Myeloid diff MLP inactive, UTI89 phage lysis -7.3%, PMI inhibitors 48%, CSM14.1 death rescue -1.9%, WT yeast gro inh mutant strain 0, Lipid droplet cells 6.5 µM 720 and Myeloid diff MLP GFP+ MAC1+ % 8.5.
Screening Cc1ccc(S(=O)(=O)N(CC(O)CN2CCCC2)c2ccccc2)cc1 (stereo unspecified) returned TNAP activation fold 1, P. falciparum M1AAP 6%, PMI inhibition 2%, WT yeast gro inh 38, Myeloid diff MLP inactive, UTI89 phage lysis 1.2%, PMI inhibitors -3%, CSM14.1 death rescue -0.9%, WT yeast gro inh mutant strain -96 and Myeloid diff MLP GFP+ MAC1+ % 11.
For C=CCn1c(=NC(=O)c2ccc(S(=O)(=O)N3CCCc4ccccc43)cc2)sc2cc(S(N)(=O)=O)ccc21 the results were TNAP activation fold 1, Lipid droplet -2, P. falciparum M1AAP -1%, PMI inhibition 59%*, WT yeast gro inh -4, Myeloid diff MLP inactive, UTI89 phage lysis 0.6%[50 µM], PMI inhibitors 24%, CSM14.1 death rescue -0.5%, WT yeast gro inh mutant strain -12, Lipid droplet cells 6.5 µM 587 and Myeloid diff MLP GFP+ MAC1+ % 1.4.
Cc1cccc(C)c1Nc1nnc(SC/C(O)=C(\C#N)c2nc3ccccc3[nH]2)s1 was read as TNAP activation fold 1.1, Lipid droplet -5, P. falciparum M1AAP -1%, PMI inhibition 16%, WT yeast gro inh 3, Myeloid diff MLP inactive, UTI89 phage lysis 1.2%[50 µM], PMI inhibitors 7%, CSM14.1 death rescue -2.6%, WT yeast gro inh mutant strain -10, Lipid droplet cells 6.5 µM 696 and Myeloid diff MLP GFP+ MAC1+ % 1.8.
O=C(Cn1cnc2ccccc2c1=O)N1CCN(Cc2ccc3c(c2)OCO3)CC1 was read as TNAP activation fold 1.1, Lipid droplet -13, P. falciparum M1AAP 8%, PMI inhibition -2%, WT yeast gro inh 6, Myeloid diff MLP inactive, UTI89 phage lysis 0.2%, PMI inhibitors -2%, CSM14.1 death rescue -2.2%, WT yeast gro inh mutant strain 8, Lipid droplet cells 6.5 µM 715 and Myeloid diff MLP GFP+ MAC1+ % 1.6.
Screening CSc1cccc(NC(=O)CSc2ccc(C)cc2)c1 returned TNAP activation fold 1.2, Lipid droplet 10, P. falciparum M1AAP -1%, PMI inhibition 2%, WT yeast gro inh -1, Myeloid diff MLP inactive, UTI89 phage lysis -0.1%, PMI inhibitors 5%, CSM14.1 death rescue -2.3%, WT yeast gro inh mutant strain 1, Lipid droplet cells 6.5 µM 821 and Myeloid diff MLP GFP+ MAC1+ % 0.2.
Screening CC(C)SCc1nc2ccccc2[nH]1 returned TNAP activation fold 1, Lipid droplet -13, P. falciparum M1AAP 0%, PMI inhibition -5%, WT yeast gro inh -2, Myeloid diff MLP inactive, UTI89 phage lysis 4.6%, PMI inhibitors -3%, CSM14.1 death rescue -4.5%, WT yeast gro inh mutant strain 2, Lipid droplet cells 6.5 µM 715 and Myeloid diff MLP GFP+ MAC1+ % 0.2.
CN(C)C(=O)Nc1ccc(F)cc1F was read as TNAP activation fold 1.1, Lipid droplet 0, P. falciparum M1AAP -6%, PMI inhibition -1%, WT yeast gro inh 5, Myeloid diff MLP inactive, UTI89 phage lysis 2.7%, PMI inhibitors 5%, CSM14.1 death rescue 0.5%, WT yeast gro inh mutant strain -1, Lipid droplet cells 6.5 µM 739 and Myeloid diff MLP GFP+ MAC1+ % 2.1.
`Cc1ccc(-n2c([S-])c(C(=O)NC(C)c3ccccc3)[n+]3ccccc23)cc1` (stereo unspecified) gave TNAP activation fold 1, Lipid droplet 6, P. falciparum M1AAP 5%, PMI inhibition 4%, WT yeast gro inh 14, Myeloid diff MLP inactive, UTI89 phage lysis 0.0%, PMI inhibitors 3%, CSM14.1 death rescue 0.4%, WT yeast gro inh mutant strain 13, Lipid droplet cells 6.5 µM 711 and Myeloid diff MLP GFP+ MAC1+ % 0.4.
`Cc1cc2nnc(SC3CCOC3=O)n2c2ccccc12` (stereo unspecified) gave TNAP activation fold 1.1, P. falciparum M1AAP 3%, PMI inhibition -4%, WT yeast gro inh 10, Myeloid diff MLP inactive, UTI89 phage lysis 0.1%, PMI inhibitors -2%, CSM14.1 death rescue 0.2%, WT yeast gro inh mutant strain 19 and Myeloid diff MLP GFP+ MAC1+ % 0.8.
Cn1ccc(-c2cc(C(=O)O)c3ccccc3n2)n1 was read as TNAP activation fold 1, Lipid droplet 10, P. falciparum M1AAP 6%, PMI inhibition -18%, WT yeast gro inh -3, Myeloid diff MLP inactive, UTI89 phage lysis -1.4%, PMI inhibitors -32%, CSM14.1 death rescue -0.8%, WT yeast gro inh mutant strain 6, Lipid droplet cells 6.5 µM 681 and Myeloid diff MLP GFP+ MAC1+ % 0.6.
`CCOC(=O)c1c(-c2ccccc2Cl)csc1NC(=O)c1cc(S(=O)(=O)N2CCOCC2)ccc1C` gave TNAP activation fold 1.1, Lipid droplet -27, P. falciparum M1AAP 4%, PMI inhibition 22%, WT yeast gro inh 5, Myeloid diff MLP inactive, UTI89 phage lysis -0.3%, PMI inhibitors 8%, CSM14.1 death rescue 7.7%, WT yeast gro inh mutant strain -2, Lipid droplet cells 6.5 µM 673 and Myeloid diff MLP GFP+ MAC1+ % 0.5.
For CCN(CC)C(=O)c1cncc(C(=O)N(CC)CC)c1-c1ccccc1 the results were TNAP activation fold 1.1, Lipid droplet 14, P. falciparum M1AAP -1%, PMI inhibition -1%, WT yeast gro inh -12, Myeloid diff MLP inactive, UTI89 phage lysis 0.7%, PMI inhibitors 5%, CSM14.1 death rescue -2.6%, WT yeast gro inh mutant strain 4, Lipid droplet cells 6.5 µM 789 and Myeloid diff MLP GFP+ MAC1+ % 0.7.
For Cc1nc2c(-c3ccc(Cl)cc3)cnn2c2c1CCC2 the results were TNAP activation fold 1.2, Lipid droplet -5, P. falciparum M1AAP -1%, PMI inhibition 7%, WT yeast gro inh -1, Myeloid diff MLP inactive, UTI89 phage lysis 0.0%, PMI inhibitors 5%, CSM14.1 death rescue -0.3%, WT yeast gro inh mutant strain -9, Lipid droplet cells 6.5 µM 704 and Myeloid diff MLP GFP+ MAC1+ % 0.1.
Screening Cc1ccc(Nc2nnc(SCC(=O)c3ccc(Br)s3)s2)c(C)c1 returned TNAP activation fold 1, Lipid droplet -16, P. falciparum M1AAP 1%, PMI inhibition 4%, WT yeast gro inh 44, Myeloid diff MLP inactive, UTI89 phage lysis 1.2%, PMI inhibitors 14%, CSM14.1 death rescue 3.5%, WT yeast gro inh mutant strain 6, Lipid droplet cells 6.5 µM 644 and Myeloid diff MLP GFP+ MAC1+ % 0.4.
`Cc1ccc(Cl)cc1NC(=O)Cn1cccc1` gave TNAP activation fold 1.2, P. falciparum M1AAP 4%, PMI inhibition -6%, WT yeast gro inh 53, Myeloid diff MLP inactive, UTI89 phage lysis 0.0%, PMI inhibitors -4%, CSM14.1 death rescue -0.5%, WT yeast gro inh mutant strain 14 and Myeloid diff MLP GFP+ MAC1+ % 7.7.
Screening CC(C)(CO)Nc1ccc([N+](=O)[O-])cc1[N+](=O)[O-] returned TNAP activation fold 1, P. falciparum M1AAP 19%, PMI inhibition 1%, WT yeast gro inh -11, Myeloid diff MLP inactive, UTI89 phage lysis 2.3%, PMI inhibitors 5%, CSM14.1 death rescue -0.8%, WT yeast gro inh mutant strain -8 and Myeloid diff MLP GFP+ MAC1+ % 0.3.
For CC(C)Oc1ccc(C(=O)NC(=S)Nc2ccc(Cl)c(C(=O)O)c2)cc1 the results were Lipid droplet -8, P. falciparum M1AAP 9%, Myeloid diff MLP inactive, UTI89 phage lysis 0.0%, Lipid droplet cells 6.5 µM 687 and Myeloid diff MLP GFP+ MAC1+ % 0.6.
For CCCOc1ccc(Cc2nn3c(=O)/c(=C/c4ccco4)sc3nc2=O)cc1 the results were TNAP activation fold 1, P. falciparum M1AAP 14%, PMI inhibition 2%, WT yeast gro inh 19, Myeloid diff MLP inactive, UTI89 phage lysis -0.5%, PMI inhibitors -13%, CSM14.1 death rescue -1.2%, WT yeast gro inh mutant strain 22 and Myeloid diff MLP GFP+ MAC1+ % 2.2.
`CCOC(=O)N1CCN(C(=O)CN(Cc2ccc(Cl)cc2)S(C)(=O)=O)CC1` gave TNAP activation fold 1.1, Lipid droplet 0, P. falciparum M1AAP -1%, PMI inhibition -3%, WT yeast gro inh -5, Myeloid diff MLP inactive, UTI89 phage lysis 0.7%, PMI inhibitors 3%, CSM14.1 death rescue -2.2%, WT yeast gro inh mutant strain -3, Lipid droplet cells 6.5 µM 795 and Myeloid diff MLP GFP+ MAC1+ % 0.6.

Sorted by heavy-atom count (rising): part of the list above.
Screening CC(C)(CO)Nc1ccc([N+](=O)[O-])cc1[N+](=O)[O-] returned TNAP activation fold 1, P. falciparum M1AAP 19%, PMI inhibition 1%, WT yeast gro inh -11, Myeloid diff MLP inactive, UTI89 phage lysis 2.3%, PMI inhibitors 5%, CSM14.1 death rescue -0.8%, WT yeast gro inh mutant strain -8 and Myeloid diff MLP GFP+ MAC1+ % 0.3.
For CC(C)Oc1ccc(C(=O)NC(=S)Nc2ccc(Cl)c(C(=O)O)c2)cc1 the results were Lipid droplet -8, P. falciparum M1AAP 9%, Myeloid diff MLP inactive, UTI89 phage lysis 0.0%, Lipid droplet cells 6.5 µM 687 and Myeloid diff MLP GFP+ MAC1+ % 0.6.
For CCCOc1ccc(Cc2nn3c(=O)/c(=C/c4ccco4)sc3nc2=O)cc1 the results were TNAP activation fold 1, P. falciparum M1AAP 14%, PMI inhibition 2%, WT yeast gro inh 19, Myeloid diff MLP inactive, UTI89 phage lysis -0.5%, PMI inhibitors -13%, CSM14.1 death rescue -1.2%, WT yeast gro inh mutant strain 22 and Myeloid diff MLP GFP+ MAC1+ % 2.2.
